AmpC no deterg – qHTS Inhibitors of AmpC Beta-Lactamase (assay without detergent); Potency, µM (series often up to 57.1 µM), for the others: at the top dose activity change, negative = inhibition, hits mostly inhibitors; AmpC nitrocefin hydrolysis, absorbance 480 nm, 0.0001% Triton; AID 485341, 2010; actives 0.52% (n = 330,000);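 also: potency is read from the fitted curve at half-maximal effect; plate controls were no compound for no effect and no enzyme for full effect; nearly all actives have a fitted effect of over 20% in size; some results filed as inactive show a strong effect at the top dose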
Target sequence (P00811 whole entry, looked up): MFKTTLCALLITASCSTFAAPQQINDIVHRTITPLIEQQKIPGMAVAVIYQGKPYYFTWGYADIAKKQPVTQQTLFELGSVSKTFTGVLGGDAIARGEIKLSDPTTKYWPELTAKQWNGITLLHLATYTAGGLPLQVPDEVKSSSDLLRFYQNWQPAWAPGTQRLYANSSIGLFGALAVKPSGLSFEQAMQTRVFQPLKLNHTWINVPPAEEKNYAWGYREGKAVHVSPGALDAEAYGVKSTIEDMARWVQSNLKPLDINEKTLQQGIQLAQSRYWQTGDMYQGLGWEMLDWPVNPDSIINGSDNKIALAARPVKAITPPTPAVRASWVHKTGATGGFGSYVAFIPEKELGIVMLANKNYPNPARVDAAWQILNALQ
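AmpC (5.3 nM in the dispensed reagent) in 20 mM phosphate pH 7.0 with 0.01% (detergent screen) or 0.0001% Triton X-100 was preincubated with compounds for 15 min at room temperature. Nitrocefin was then added from an 800 uM solution, and hydrolysis was followed at 480 nm.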
HCV inh – qHTS Assay for Inhibitors of Hepatitis C Virus (HCV) | Huh7.5.1 HCVcc-Cre infection, luciferase reporter, 44 h | Potency, µM (series often up to 41.8 µM), inactives show at the highest dose activity change, negative = inhibition, usual class: inhibitors | actives 3.4% (n = 340,000); also: potency is read from the fitted curve at half-maximal effect
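Infectious HCV cell culture screen: compound-treated cells (1,000/well, pre-plated 4 h) are infected with HCVcc-Cre at roughly 0.5 moi and grown 44 h. Infection is quantified by luciferase signal after 15 min substrate incubation at room temperature.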
HCMV antiviral – qHTS Assay for inhibitors of the human cytomegalovirus (HCMV); AID 1259415, 2018; actives 4.5% (n = 410,000); activity change, negative = inhibition, % at 57.5 µM; HFF cells, HCMV-luciferase reporter, 72 h; hits give low values; in the data active = activity change below about -60%; inconclusive = no clear call, values can overlap the other calls; inactive = above about -39%
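Cell-based, HFFs, 1000 cells/well, 16 h 37C; cpds in DMSO + HCMV-luc, MOI 1 PFU/cell; 72 h 37C; OneGlo luminescence after 5 min RT; norm. to buffer vs Salinomycin 10uM.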
AmpC detergent – qHTS Inhibitors of AmpC Beta-Lactamase (assay with detergent); P00811; Potency, µM (doses to about 114 µM), without a hit: at the top dose activity change, negative = inhibition, hits mostly inhibitors; AmpC hydrolysis of nitrocefin, absorbance 480 nm, 0.01% Triton; actives 0.041% (n = 370,000);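 also: potency is read from the fitted curve at half-maximal effect; 0% = no-compound wells and -100% = no-enzyme wells; nearly all actives have a fitted effect of over 25% in size; some results filed as inactive show a strong effect at the top dose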
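AmpC (5.3 nM in the dispensed reagent) in 20 mM phosphate pH 7.0 with 0.01% (detergent screen) or 0.0001% Triton X-100 was preincubated with compounds for 15 min at room temperature. Nitrocefin was then added from an 800 uM solution, and hydrolysis was followed at 480 nm.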
Giardia FBPA inh – qHTS Assay for Inhibitors of Fructose-1,6-bisphosphate Aldolase from Giardia Lamblia; purified Giardia FBPA; actives 0.71% (n = 290,000); A8B2U2; Potency, µM (titrated, usually from 59.6 µM), without a hit: top-dose activity, negative = inhibition, hits mostly inhibitors; AID 2451, 2010; also: potency is read from the fitted curve at half-maximal effect; nearly all actives have a fitted effect of over 55% in size
Target sequence (A8B2U2 whole entry, looked up): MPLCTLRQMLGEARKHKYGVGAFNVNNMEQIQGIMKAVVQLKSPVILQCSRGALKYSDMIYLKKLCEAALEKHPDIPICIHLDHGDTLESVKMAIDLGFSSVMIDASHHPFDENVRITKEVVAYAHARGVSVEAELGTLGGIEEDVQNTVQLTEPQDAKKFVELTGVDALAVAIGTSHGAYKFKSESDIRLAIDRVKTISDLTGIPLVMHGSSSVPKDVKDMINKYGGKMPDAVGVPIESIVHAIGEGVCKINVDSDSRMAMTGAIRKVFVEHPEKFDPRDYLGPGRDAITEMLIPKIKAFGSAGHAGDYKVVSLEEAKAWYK
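Giardia FBPA (40 nM reagent) was preincubated 10 min at RT with compound (up to 57.5 uM final), then substrate plus GAPDH/TPI/NAD/arsenate coupling system with diaphorase/resazurin was added; resorufin fluorescence (525/598 nm) was read after 20 min.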
Sm TGR inh – qHTS Assay for the Inhibitors of Schistosoma Mansoni Peroxiredoxins | purified TGR, DTNB reduction, TNB absorbance 405 nm | Potency, µM (series often up to 114 µM), without a hit: at the top dose activity change, negative = inhibition, actives largely listed as inhibitors | actives 3% (n = 360,000); also: potency is read from the fitted curve at half-maximal effect; nearly all actives have a fitted effect of over 60% in size
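First, TGR (20 nM dispensed) and NADPH were mixed with compound. Second, a 15 min room-temperature incubation followed. Third, further NADPH and then DTNB were added to start the reaction. Finally, TNB absorbance was monitored kinetically.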
Numbers without * were called inactive; ? = inconclusive; . = not tested or not shown; [ ] = another dose, or the depositor's remark. Unless noted, calls follow the shape of the dose curve; as a rule, active = well fitted curve in the direction sought with a large enough effect; inconclusive = small, poorly fitted or top-dose-only effect, or another doubt; inactive = no such curve, though single readings can be large; an effect the other way counts as inactive or inconclusive. Unless noted, % is scaled to controls: 0 for no effect and ±100 for the full control effect.

entry	Molecule	AmpC no deterg	HCV inh	HCMV antiviral
1	Cc1ccccc1C(=O)NC1CCN(C(=O)N2CCOCC2)CC1	-5%	11%	-22
2	Cc1nc(N2CCN(c3ccc(Cl)cc3)CC2)[nH]c(=O)c1C	110%	12%	-28
3	CCOc1ccc(S(=O)(=O)c2cn(C)c3cc(OC)c(OC)cc3c2=O)cc1	119%[activator]	-6%	14
4	O=C(Nc1ccc2oc(=O)ccc2c1)c1cc([N+](=O)[O-])ccc1N1CCOCC1	-10%	-15%	0
5	O=C(NN1CCOCC1)c1cc(-c2ccncc2)nc2ccccc12	-27%	17%	21
6	O=C(Nc1ccccc1Cl)NC1(C(=O)NCc2ccncc2)CCCCC1	-2%	-22%	-39
7	Cc1cc([N+](=O)[O-])nn1CC(=O)NCc1ccccc1	-15%	15%	48
8	Cc1ccc(S(=O)(=O)NC(=O)Nc2nc(-c3ccc(F)c(F)c3)cs2)cc1	-34%	-8%	45
9	COc1ccc(C2=NCCc3cc(OC)c(OC)cc32)cc1OC	-12%	4%	42
10	Cc1oc(C(=O)O)cc1COc1ccc2c(C)cc(=O)oc2c1	-25%	-13%	-16
11	COC(=O)CC1=C(C(=O)OC)C(c2ccncc2)C(C#N)=C(N)O1 (configuration not stated)	-23%	22%	50
12	Cc1cccc(N2CC(C(=O)Nc3ccc(S(=O)(=O)NCC4CCCO4)cc3)CC2=O)c1C (configuration not stated)	73%[activator]	7%	5

entry	AmpC detergent	Giardia FBPA inh	Sm TGR inh
1	9%	0%	-3%
2	?	-6%	-5%
3	0%	.	-16%
4	-11%	0%	3%
5	-9%	1%	0%
6	?	2%	7%
7	-6%	7%	?
8	3%	2%	6%
9	?	5%	-1%
10	-17%	20%	-14%
11	-5%	?	-31%
12	3%	0%	-16%

New compounds follow
entry	Molecule	AmpC no deterg	HCV inh	HCMV antiviral
13	O=C(CN(Cc1ccco1)C(=O)Cn1nnc(-c2ccc(F)cc2)n1)NC1CCCC1	-1%	4%	-2
14	COc1ccc(NC(=O)CC2(Cc3ccccc3)CCOC(C)(C)C2)cc1 (configuration not stated)	65%[activator]	12%	?
15	CCc1ccccc1NC(=O)CN1CCN(C(=O)CCC(=O)N2CCC(c3ccccc3)=N2)CC1	214%[activator]	?	-1
16	COc1ccc(C(=O)Nc2ccc3oc(-c4cccc(F)c4)nc3c2)cc1OC	-18%	?	-24
17	CC(OC(=O)CCC(=O)c1ccccc1)C(=O)Nc1ccc(F)cc1 (configuration not stated)	-11%	-1%	?
18	CN1C(=O)c2ccccc2Sc2ccc(NC(=O)N3CCN(c4ccccc4F)CC3)cc21	.	.	-28
19	O=C(CNC(=O)[C@@H]1Cc2ccccc2CN1)NC1CCCC1	-14%	20%	0
20	CCC(C)NC(=O)C1CCN(C(=O)N(C)C)CC1 (configuration not stated)	-17%	15%	38
21	Cc1cc(C(=O)NCc2cccs2)cs1	-9%	18%	-1
22	NNC(=O)c1[nH]c2ccc(Cl)cc2c1-c1ccccc1	-18%	-12%	-97*
23	CCN(CC)Cc1c(C(=O)N/N=C/c2c(Cl)cccc2Cl)nnn1-c1nonc1N	-21%	-8%	-23
24	COc1cc(C(=O)NNC(=O)c2ccc(NC(C)=O)cc2)cc(OC)c1OC	-28%	-5%	37

entry	AmpC detergent	Giardia FBPA inh	Sm TGR inh
13	-14%	7%	-12%
14	-5%	2%	-1%
15	0%	.	-3%
16	?	5%	0%
17	-1%	.	-27%
18	28%	.	?
19	-5%	.	0%
20	-5%	4%	-1%
21	?	-12%	-5%
22	10%	-15%	-1%
23	-2%	.	-10%
24	-3%	2%	-3%

(further entries)
entry	Molecule	AmpC no deterg	HCV inh	HCMV antiviral
25	Cc1ccc(Oc2c(C(N)=O)cc([N+](=O)[O-])cc2[N+](=O)[O-])cc1	-23%	3.5µM*	19
26	CCOc1ccc(N2CC(NC(=O)CCc3ccccc3)CC2=O)cc1 (configuration not stated)	.	.	-7
27	NNC(=O)CSCc1nc(-c2ccccc2)cs1	-46%	20%	-2
28	CC(C)[C@H](NC(=O)c1ccccc1)C(=O)Nc1ccc2c(c1)OCO2	-16%	-13%	4
29	O=C(C1CCCO1)N1CCN(C(=S)Nc2ccccc2)CC1 (configuration not stated)	-16%	10%	20
30	Cc1ccc(C)c2c1c1ccccc1n2C	-38%	?	4
31	O=C(O)CC(NCc1ccco1)C(=O)Nc1cccc(O)c1 (configuration not stated)	-9%	10%	4
32	C/C(Cc1ccccc1)=N/NC(=O)CNC(=O)C(c1ccccc1)c1ccccc1	-22%	-7%	67
33	COCc1nc2oc3ccc(F)cc3c(=O)c2cc1C(=O)OC	-17%	0%	-5
34	CC1CCCC(NC(=O)C2CCN(S(=O)(=O)N3CCC4(CC3)OCCO4)CC2)C1C (configuration not stated)	15%	15%	13
35	Cc1cc(/N=C/N(C)C)on1	-11%	4%	49
36	CCCCN(C(=O)CSc1c(C)c(C)cc(C)c1C)c1c(N)n(CCC)c(=O)[nH]c1=O	-20%	6%	-16

entry	AmpC detergent	Giardia FBPA inh	Sm TGR inh
25	5%	-1%	11µM*
26	-1%	.	2%
27	3%	0%	0%
28	-14%	.	-12%
29	-5%	-5%	-1%
30	-2%	0%	2%
31	-2%	-8%	-7%
32	-3%	16%	-19%
33	5%	-1%	0%
34	1%	5%	15%
35	2%	-3%	-7%
36	?	.	-4%

Following part
entry	Molecule	AmpC no deterg	HCV inh	HCMV antiviral
37	COC(=O)c1ccc(-n2c(C)cc(C(=O)COC(=O)CC3Sc4ccccc4NC3=O)c2C)cc1 (configuration not stated)	-18%	-10%	-6
38	COc1ccc(CCN2C(=O)C3C4C=CC(C5CC45)C3C2=O)cc1OC (configuration not stated)	22%	-23%	-8
39	CSc1ccc(NC(=O)NCCCN2CCN(c3ccccc3F)CC2)cc1	43%	-34%	.
40	COc1ccc(OC)c(NC(=O)c2ccc(CSc3nnc(C)s3)cc2)c1	45%	-7%	-17
41	Cc1ccc(C(=O)OCC(=O)NC(C)c2ccccc2)cc1C (configuration not stated)	-42%	?	-13
42	COc1ccc(C2C(C(=O)NCCN3CCOCC3)c3ccccc3C(=O)N2C2CCCCC2)cc1 (configuration not stated)	249%[activator]	-17%	-16
43	COc1ccc(CCN(CC(=O)NCc2ccc(F)cc2)C(=O)c2snc(C(N)=O)c2N)cc1OC	-17%	-10%	-12
44	CC(C)C(=O)Nc1c(-c2ccccc2)c(=O)c2ccccc2n1C	-10%	9%	23
45	O=C(CCc1ccncc1)NC1CCCc2c1cnn2-c1cc(F)cc(F)c1 (configuration not stated)	17%	7%	.
46	CCc1ccc(NC(=O)C2CCCN2S(=O)(=O)c2ccc3nc(-c4ccccc4)[nH]c3c2)cc1 (configuration not stated)	.	.	-19
47	N/C(=N\OCc1ccccc1)c1nonc1N	18%	-10%	-15
48	COc1ccc(CC(=O)NNC(=O)c2ccco2)cc1	-16%	16%	-11

entry	AmpC detergent	Giardia FBPA inh	Sm TGR inh
37	-15%	-9%	-3%
38	5%	5%	0%
39	1%	-1%	19%
40	-2%	1%	1%
41	.	.	.
42	-1%	2%	-2%
43	-4%	-1%	-1%
44	-16%	-7%	22%
45	-4%	.	-2%
46	?	.	-10%
47	-5%	1%	17%
48	-2%	-3%	-2%

(list continues)
entry	Molecule	AmpC no deterg	HCV inh	HCMV antiviral
49	O=C(CCc1ccccc1)Nc1cccnc1	-8%	10%	-9
50	CCCn1c(-c2ccncc2)n[nH]c1=S	-8%	-6%	-31
51	CC(C)c1ccc(/C=C2\SC(N3CCCC3)=NC2=O)cc1	166%[activator]	-22%	21
52	O=C(Cc1ccc(Br)cc1)Nc1ccc(S(=O)(=O)N2CCCC2)cc1	-41%	.	28
53	CC1=C(C(=O)N2CCOCC2)C(c2ccc(Cl)cc2)NC(=S)N1 (configuration not stated)	1%	8%	25
54	O=C(NCC1CC1)C1(C(F)(F)F)CC(CCCO)CCCO1 (configuration not stated)	.	18%	1
55	CCCCNS(=O)(=O)c1cc2c3c(c1)CCN3C(=O)CC2	4%	-19%	10
56	O=C(Nc1ccccc1)N1CCC(C(=O)N2CCN(c3ccccc3F)CC2)CC1	-1%	4%	-5
57	CCOC(=O)c1ccc(Nc2c(OCC)c(=O)c2=O)cc1	-18%	-8%	-11
58	Cc1ccc(C(=O)NCCCNC(=O)COc2ccc(Cl)cc2)cn1	-1%	0%	-17
59	COC(CNS(=O)(=O)c1cccc2nonc12)OC	-1%	2%	-22

entry	AmpC detergent	Giardia FBPA inh	Sm TGR inh
49	-6%	4%	0%
50	0%	?	0%
51	?	1%	-1%
52	-6%	.	-19%
53	-11%	2%	-7%
54	.	9%	.
55	-1%	-8%	2%
56	-9%	4%	8%
57	-4%	8%	7%
58	5%	4%	0%
59	4%	1%	3%

Compound activity: PubChem BioAssay, National Center for Advancing Translational Sciences (NCATS)
